# CAL PDZ FP-1: inhibitors of human CAL PDZ peptide binding; Q9HD26; purified CAL PDZ, TMR-peptide fluorescence polarization, 1 h; inhibition, % at 20 µM; hit rate 0.02% among 330,000; AID 504414;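 active = highest replicate inhibition of at least 40%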;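 also: plate controls were DMSO neutral control wells for no effect and unlabeled competitor peptide control wells for full effect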
#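 Material: tagged CAL PDZ domain; buffer or medium: 25 mM sodium phosphate pH 7.4, 150 mM NaCl, TCEP, IgG, Thesit; compound dosing: single point, 20 µM; schedule: 1 h incubation at room temperature before polarization reading; measured by: FP readout, S and P plane fluorescence; read-out basis: percent inhibition from loss of millipolarization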
# dFosB activator: enhances mouse delta FosB homodimer DNA binding. activation, % at 25 µM. purified delta FosB, TAMRA-CDK5 oligo fluorescence polarization; percent of positive-control signal above neutral wells. P13346. AID 493131. hit rate 0.99% among 340,000;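 active = mean activation above about 17%, with every replicate also reaching it, limit read from the data, passing the limit was not always enough; inconclusive = only one of the two conditions met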;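 also: fluorescence polarization rise as delta FosB binds a TAMRA Cdk5 AP-1 oligo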
# Target sequence (P13346 whole entry, looked up): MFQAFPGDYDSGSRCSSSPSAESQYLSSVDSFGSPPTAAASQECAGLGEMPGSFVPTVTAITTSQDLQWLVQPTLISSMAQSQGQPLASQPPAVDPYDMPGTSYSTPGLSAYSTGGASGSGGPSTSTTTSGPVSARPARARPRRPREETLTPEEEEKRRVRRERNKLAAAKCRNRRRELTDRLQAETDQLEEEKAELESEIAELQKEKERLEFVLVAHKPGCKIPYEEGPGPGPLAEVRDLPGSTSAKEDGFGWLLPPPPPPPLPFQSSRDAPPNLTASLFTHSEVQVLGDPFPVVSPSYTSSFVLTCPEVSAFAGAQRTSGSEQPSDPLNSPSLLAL
# Rtt109 Vps75: C. albicans Rtt109 histone acetyltransferase inhibition. Q5AAJ8. purified Rtt109/Vps75, ThioGlo CoA-SH fluorescence, 4 h. inhibition, % at 34.9 µM. hit rate 0.16% among 330,000;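 active = inhibition of at least 50% in every replicate; inconclusive = best replicate reaches 50% inhibition but some replicates fall short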
# Target sequence (Q5AAJ8 whole entry, looked up): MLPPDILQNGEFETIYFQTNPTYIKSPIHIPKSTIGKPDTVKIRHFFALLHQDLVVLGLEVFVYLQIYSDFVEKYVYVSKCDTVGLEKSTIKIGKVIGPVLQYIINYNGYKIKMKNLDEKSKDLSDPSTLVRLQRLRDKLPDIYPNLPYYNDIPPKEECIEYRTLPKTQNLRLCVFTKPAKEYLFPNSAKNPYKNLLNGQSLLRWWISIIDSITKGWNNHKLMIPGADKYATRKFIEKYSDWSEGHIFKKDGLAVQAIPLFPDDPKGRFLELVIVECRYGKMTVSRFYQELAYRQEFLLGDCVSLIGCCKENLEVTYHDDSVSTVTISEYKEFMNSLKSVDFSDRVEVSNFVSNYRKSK
# PfHsp90 yeast 2: inhibits growth of yeast expressing Plasmodium falciparum Hsp90; hit rate 0.32% among 310,000; AID 504621; inhibition, % at 9.4 µM; S. cerevisiae expressing PfHsp90, BacTiter-Glo ATP, 48 h; yeast lacking PDR1 and PDR3 efflux regulators;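 active = every replicate shows inhibition above about 80%, whatever the replicate mean, limit read from the data; inconclusive = mean inhibition reaches the set limit but some replicate falls short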;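 also: 0% = DMSO neutral controls and 100% = 20 µM radicicol positive controls; yeast relying on Plasmodium falciparum Hsp90 in place of its own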
# CAL PDZ FP-2: inhibitors of human CAL PDZ peptide binding; hit rate 0.92% among 300,000; purified CAL PDZ, TMR-peptide fluorescence polarization, 1 h; inhibition, % at 24.9 µM; AID 602252; Q9HD26;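 active = mean inhibition of at least 30% with at least half of replicates also reaching 30%; inconclusive = no clear call, values can overlap the other calls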;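 also: 0% = DMSO neutral control and 100% = excess unlabeled competitor peptide PRC23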
# SR-BI HDL uptake: blocks mouse SR-BI lipid uptake from DiI-HDL | Q61009 | ldlA[mSR-BI] CHO cells, DiI-HDL uptake fluorescence, 3 h | inhibition, % at 12.5 µM | hit rate 0.96% among 320,000 | AID 488896;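 active = mean replicate inhibition of at least 70% and a set share of replicates each scoring 70 or more; inconclusive = meets just one of the two criteria; inactive = fails both criteria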;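 also: 0% = median of neutral control wells and 100% = median of positive control wells; values of inactives mirror those of a sister screen read the other way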
# MITF act: increases MITF-driven TRPM1 promoter luciferase signal; SK-MEL-5 TRPM1-promoter luciferase, 24 h; % of positive control, neutral wells = 0; activation, % at 12.5 µM; hit rate 0.75% among 300,000; AID 588334;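 active = mean activation of at least 80% with every replicate also reaching 80%; inconclusive = mean reaches 80% but some replicate falls short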;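 also: 0% = neutral control wells and 100% = parthenolide positive control wells; values of inactives mirror those of a sister screen read the other way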
# NSD2 inh: NSD2 (human) methyltransferase inhibition | O96028 | NSD2 peptide methylation, AlphaScreen, 120 min | inhibition, % at 12.5 µM | hit rate 0.54% among 310,000 | AID 743445; in the data active = inhibition above about 50%
# PvdQ inh: blocks Pseudomonas aeruginosa PvdQ acylase activity; purified PvdQ acylase, fluorescence plate reader; inhibition, % at 10 µM; hit rate 0.063% among 340,000; AID 488965; in the data active = inhibition above about 30%, passing the limit was not always enough; inconclusive = no clear call, values can overlap the other calls;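 also: 0% = vehicle neutral wells and 100% = reference inhibitor wells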
# SR-BI uptake up: enhances SR-BI lipid uptake from DiI-HDL | hit rate 0.096% among 320,000 | AID 504775 | activation, % at 12.5 µM | CHO ldlA[mSR-BI] cells, DiI-HDL uptake fluorescence, 3 h; 100 = double the neutral-control signal;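 active = mean replicate activation of at least 60% and every replicate at or above 60%; inconclusive = mean or all-replicate condition met, but not both; inactive = mean below 60% and not all replicates reaching 60%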;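 also: 0% = median plate neutral-control signal and 100% = twice that signal; values of inactives mirror those of a sister screen read the other way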
#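 Test system: SR-BI-overexpressing, LDLR-lacking CHO cells; Also added: labelled HDL, 10 µg/mL; Measured by: bottom-read cell fluorescence after medium removal, ex 550/em 595 nm; Timing: 3 h uptake period with compound, 37 °C; Buffer or medium: F12, 0.5% BSA, 25 mM HEPES; Doses: single compound concentration, delivered by pin transfer.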
# Numbers without * were called inactive; ? = inconclusive; . = not tested or not shown.
SMILES,CAL PDZ FP-1,dFosB activator,Rtt109 Vps75,PfHsp90 yeast 2,CAL PDZ FP-2,SR-BI HDL uptake,MITF act,NSD2 inh,PvdQ inh,SR-BI uptake up
Cc1c(-c2c(C#N)c(N)nc3c2CCCCCC3)cnn1C,-1.7,-8,-5,-3,0,-12,-9,2,-6,12
CC(C)(C)c1ccc(-c2conc2N)cc1,-2.8,-5,-7,-33,.,2,13,-1,-10,-2
CC1CCN(S(=O)(=O)c2ccc3c(c2)N(C)C(=O)CC(=O)N3C)CC1,0.6,8,4,6,-1,-7,3,.,-4,7
COc1cc(C(=O)NCC2CCCO2)ccc1OCc1ccccc1Cl (configuration not stated),-3.3,-14,13,-12,0,?,13,-2,-1,-74
Cc1ccc(S(=O)(=O)N2CCOCC2)cc1C(=O)OCC(=O)N1CCc2ccccc2C1,0.0,-5,3,-21,-2,76*,0,0,-24,-76
Cc1ccc(S(=O)(=O)NCc2ccc(C(=O)NCCCN3CCC(Cc4ccccc4)CC3)cc2)cc1,-5.3,-1,-4,-27,-1,14,1,8,-7,-14
O=C(Nc1ccc2c(c1)C(=O)NC2=O)c1cccc(C(F)(F)F)c1,-0.5,5,0,-18,.,12,.,.,-5,-12
O=C(Nc1ccc(N2CCOCC2)cc1N1CCOCC1)c1cccc([N+](=O)[O-])c1,-2.1,2,15,-13,-7,8,3,3,-12,-8
CCS(=O)(=O)c1ccc2oc(SCC(=O)Nc3ccc(OC)cc3)nc2c1,-2.6,5,0,6,0,-1,-1,2,13,1
O=C(Cn1nc(C(=O)O)c2ccccc2c1=O)Nc1cccc(S(=O)(=O)N2CCCC2)c1,-4.9,-9,42,.,-7,-12,-3,-4,3,12
Cc1ccc(OCCOC(=O)Cn2nc(C)c([N+](=O)[O-])c2C)cc1,-2.7,2,0,2,-5,-7,-7,0,-5,7
O=C(NNC(=O)c1ccc(-n2cncn2)c([N+](=O)[O-])c1)c1ccc(Cl)cc1,-2.6,-5,11,-3,-1,15,2,-1,7,-15
CC(C)Oc1ccc(OCCNC2CCCC2)cc1,0.7,-2,8,8,.,9,19,2,-8,-9
CCOC(=O)c1sc(NC(=O)CCN2CCCCCC2)c(C(=O)OCC)c1C,-2.8,-23,.,-2,1,30,8,-2,-12,-30
COc1ccc(CCNc2nc(-c3ccc(O)cc3)cs2)cc1OC,0.0,-9,-2,42,-3,44,.,5,-10,-44
Cc1cc(C)n(-c2nc3ccccc3nc2Nc2ccc(CC(=O)O)cc2)n1,0.6,4,3,-10,-1,1,-10,.,-7,-1
CCc1nc(C)cn1S(=O)(=O)c1ccc2c(c1)OCCO2,0.4,5,-9,2,.,-12,-6,-1,-13,12
CC(C)(C)NC(=O)COC(=O)CCC(=O)c1ccc(F)cc1,-0.4,-7,-1,-10,1,-15,-3,-5,-13,15
CN1CCc2cc3c(c4c2[C@H]1[C@H](O)c1ccccc1-4)OCO3,0.6,32*,-27,-14,-5,6,-4,.,-8,-6
COc1ccc2cc(C(=O)C3CCCN(C(=O)/C=C/c4ccccn4)C3)ccc2c1 (configuration not stated),-2.3,-19,3,28,-1,-5,4,6,-13,5
CCc1cc(=O)oc2cc(OC(C)C(=O)NCCCn3ccnc3)ccc12 (configuration not stated),-1.2,-1,-5,-23,24,-3,-4,3,-15,3
O=C1N=c2ccccc2=C1c1sc(=S)n(NC(=O)c2cccc(O)c2)c1O,3.0,-7,-7,-9,.,-9,-5,2,-3,9
CC[C@]12c3[nH]c4ccccc4c3CCN1C(=O)C(CC(=O)NCCc1ccccn1)C[C@@H]2C(=O)N1CCN(C(=O)C2CC2)CC1 (some centres not stated),1.8,9,-5,22,3,8,10,.,10,-8
O=C(COc1ccc2c3c(c(=O)oc2c1)CCCC3)NCCCn1ccnc1,-0.5,-16,14,-5,-3,-5,13,-1,6,5
NC(=O)Cn1c(=O)n(CC(=O)N2CCCCC2)c(=O)c2sccc21,-2.0,-4,7,-2,-2,-22,6,.,-3,22
COc1cc(CC(=O)OCC(=O)Nc2cccc([N+](=O)[O-])c2)cc(OC)c1OC,-3.7,-2,11,5,-3,28,1,-1,7,-28
COc1ccc(CC(=O)NC2CCN(Cc3nnnn3C(C)(C)C)CC2)cc1OC,-0.4,-2,-10,.,.,25,2,1,-10,-25
Cc1sc2nc(COC(=O)c3ccc(Cl)c(N)c3)[nH]c(=O)c2c1C,0.8,-5,3,-14,-5,8,17,2,-7,-8
O=C(COC(=O)c1cnc(Cl)c(Cl)c1)NCCC1=CCCCC1,0.5,-8,-9,-72,1,-11,7,.,-10,11
CC1CCC/C(=C\Nc2ccc(O)cc2)C1=O (configuration not stated),-4.5,-13,7,-15,-3,-2,.,8,-11,2
COc1ccc(C2=CC(=O)C[C@H](c3ccc(Cl)cc3)C2)cn1,-2.2,-3,3,.,-3,30,8,.,-10,-30
S=c1[nH]nc(COc2ccc(Cl)cc2)n1C1CCCCC1,-2.1,-10,.,-43,-1,-14,-4,-9,2,14
COCCCNC(=O)CCc1nnc2ccc(N3CCC(C)CC3)nn12,0.6,-3,-3,-10,9,9,-11,-3,3,-9
NNC(=O)c1ccc(Cn2cc(Cl)cn2)cc1,0.2,2,2,.,-3,-7,-14,-1,-15,7
COc1ccc(NC(=O)COc2ccc(CNCCCN3CCOCC3)cc2OC)cc1,-1.2,0,-4,18,-1,-6,17,-2,-26,6
O=C(Nc1ccc2snnc2c1)N1CCN(c2ccccc2)CC1,-0.4,-1,1,.,-2,13,.,.,-15,-13
C[C@H](NC(=O)c1nc[nH]c1C(=O)N[C@@H](CCCCNC(=O)OC(C)(C)C)C(=O)OC(C)(C)C)c1ccccc1,-1.1,-10,11,5,-4,-19,-16,.,-6,19
CCN1CCN(CCn2c(=S)[nH]c3ccccc3c2=O)CC1,-1.4,3,-11,-3,-5,7,-8,24,3,-7
CC1CCc2ccc(F)cc2N1S(=O)(=O)c1cccs1 (configuration not stated),-1.4,-9,2,2,-2,-3,2,-2,-6,3
O=C(NCc1ccccc1)c1ccccc1-c1nc2ccccc2[nH]1,-2.2,-10,3,1,-4,-4,-5,-2,-12,4
O=C1C=C(NC2CCCCC2)CCC1,-0.3,2,-4,-10,-6,7,-1,.,-7,-7
COc1cc(NC(=O)CSc2nc(C)cc(C)n2)cc(OC)c1OC,-0.3,4,-10,6,2,15,5,1,-1,-15
CN1C[C@H](C(=O)NC2(C)OC3(O)[C@@H]4CCCN4C(=O)[C@H](Cc4ccccc4)N3C2=O)CC2c3cccc4[nH]cc(c34)C[C@H]21 (some centres not stated),-2.0,-11,17,-5,-2,-1,6,.,-3,1
Fc1ccc(Cn2nnc(-c3ccc(CN4CCOCC4)cc3)n2)cc1,.,-1,7,.,3,-6,.,.,8,6
BrC(=C\c1ccccc1)/C=N/Nc1ccc2nncn2n1,-1.2,6,-7,-6,.,9,.,-2,14,-9
c1ccc2c(c1)OCCOCCOc1ccccc1OCCOCCO2,-1.7,0,7,28,0,-3,-11,-4,11,3
O=C(NN1S(=O)(=O)c2ccccc2S1(=O)=O)c1ccc(Br)cc1,-0.5,-4,9,19,.,-13,-9,1,-1,13
COCc1cc(C)nc(SCC(=O)Nc2cccc3cccnc23)c1C#N,0.3,?,6,-4,.,-13,-12,.,-14,13
COc1ccc(C(=S)N2CCOCC2)cc1OC(=O)c1ccc([N+](=O)[O-])cc1,-0.2,-4,6,36,.,.,-4,5,-11,.
CCCSCCCNC(=O)Cn1c(=O)c2cccn2c2ccccc21,-1.3,-1,13,8,-1,1,-11,0,-18,-1
FC(F)(F)c1ccc2c(c1)N1CCCC1CN2 (configuration not stated),0.3,-12,1,15,9,29,-22,38,-1,-29
COc1ccc(/C=N/NC(=S)N[C@H]2CC3CCC2C3)cc1 (some centres not stated),1.2,-1,-16,-11,-4,22,.,0,-17,-22
CCn1c(SCC(=O)N/N=C/C(C)=C\c2ccco2)nnc1-c1ccccc1,-0.8,-7,19,3,8,-1,-4,.,3,1
CC(Sc1ccc(Cl)cc1)C(=O)NCc1ccc2c(c1)OCO2 (configuration not stated),-4.1,-6,0,25,-1,-2,3,-7,-8,2
CC(C)(C)c1ccc(SCCc2cccnc2)cc1,-0.6,6,-1,12,.,-13,?,-4,-15,13
Cc1ccc(S(=O)(=O)NC(CC(=O)O)c2ccccc2)c(C)c1 (configuration not stated),-2.1,-1,-6,1,-7,-9,-11,1,-7,9
CC(C)CC(=O)Nc1ccc(C(=O)NNC(=S)NC(=O)C2CCCCC2)cc1,-0.1,-1,-3,-4,-3,3,-8,-2,0,-3
COCC(=O)c1[nH]c2ccccc2c1C,-0.9,6,-1,-11,-5,-15,-8,-6,-1,15
CCC(NC(=O)Nc1cc(C)on1)(C(F)(F)F)C(F)(F)F,-1.0,3,-2,8,.,-8,-9,-3,-5,8
Cc1cccc(OCC(=O)Nc2cccc(O)c2)c1,-1.1,0,2,9,-4,.,.,0,-9,.

# (more compounds)
SMILES,CAL PDZ FP-1,dFosB activator,Rtt109 Vps75,PfHsp90 yeast 2,CAL PDZ FP-2,SR-BI HDL uptake,MITF act,NSD2 inh,PvdQ inh,SR-BI uptake up
O=C(Nc1cccc(Cl)c1)c1cncn1-c1ccc(F)cc1,-1.1,-10,3,19,-22,.,13,-2,-14,.
O=Cc1cccn1-c1nccc(-c2ccco2)n1,-0.7,-6,-3,.,-2,-11,18,2,21,11
CC(=O)N1CCN(C(=O)c2cc(-c3ccc(C)o3)nc3ccccc23)CC1,-0.8,-6,-465,.,-4,-9,29,-3,-11,9
CC(C)CC(=O)Nc1ccc(C(=O)COC(=O)C2=COCCO2)cc1,-0.3,-6,-4,.,0,-9,5,0,17,9
CCN(CC(=O)Nc1c(F)cccc1F)C(=O)c1ccc(-n2cncn2)c([N+](=O)[O-])c1,-2.8,1,9,26,-3,2,1,-1,-11,-2
Cc1ccc(Oc2nnc(-c3ccccc3)c3ccccc23)cc1,-0.8,-1,0,11,-3,30,22,0,5,-30
O=C1C=CC(O)(c2cc(=O)c3c(O)cc(O)cc3o2)C=C1,0.2,-7,14,7,-5,-8,-80,.,22,8
CC(=O)Nc1ccc(S(=O)(=O)N2CCN(Cc3cccc([N+](=O)[O-])c3)CC2)cc1,-0.4,-10,-25,19,-1,-7,5,-1,-11,7
COc1ccc(C(c2c(NC(C)=O)sc3c2CCCC3)N2CCN(CCO)CC2)cc1OC (configuration not stated),0.2,-4,2,-4,-1,.,-2,.,6,.
